Assay outcomes from PubChem BioAssay.
DAX1 inh-1 = DAX1 (NR0B1) inhibition, primary screen; AID 652010; HEK293T StAR-luciferase reporter, SF-1/DAX-1 repression relief; inhibition, % at 6.8 µM; hit rate 1.1% among 370,000;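 active = inhibition above the mean over all tested compounds plus 3 SD, cut at about 3.6% in these data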;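 also: 0% = DAX-1 cells with DMSO and 100% = cells lacking DAX-1 with DMSO; higher inhibition means more luminescence from relief of DAX-1 repression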
hgDAF-12 ag = hgDAF-12 agonism, primary luciferase screen | HEK293 GAL4-hgDAF12 UAS-luciferase reporter, agonist luminescence; normalized to butyrate control | AID 687014 | activation, % at 6.8 µM | hit rate 1.8% among 370,000;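 active = activation above a cutoff set at the mean of all screened compounds plus 3 SD, cut at about 10% in these data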;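 also: 0% = DMSO wells and 100% = sodium butyrate wells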
sPLA2-III inh = Inhibits HGIII-sPLA2 liposome hydrolysis, primary screen; Q9NZ20; QFRET BODIPY PC-A2 liposome hydrolysis, fluorescence; inhibition, % at 12.2 µM; hit rate 0.56% among 370,000; AID 743126;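 active = inhibition above mean plus 3 SD of compounds lying within the high and low control bounds, cut at about 19% in these data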;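 also: 0% = median of test compound wells and 100% = no enzyme DMSO wells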
Target sequence (Q9NZ20 whole entry, looked up): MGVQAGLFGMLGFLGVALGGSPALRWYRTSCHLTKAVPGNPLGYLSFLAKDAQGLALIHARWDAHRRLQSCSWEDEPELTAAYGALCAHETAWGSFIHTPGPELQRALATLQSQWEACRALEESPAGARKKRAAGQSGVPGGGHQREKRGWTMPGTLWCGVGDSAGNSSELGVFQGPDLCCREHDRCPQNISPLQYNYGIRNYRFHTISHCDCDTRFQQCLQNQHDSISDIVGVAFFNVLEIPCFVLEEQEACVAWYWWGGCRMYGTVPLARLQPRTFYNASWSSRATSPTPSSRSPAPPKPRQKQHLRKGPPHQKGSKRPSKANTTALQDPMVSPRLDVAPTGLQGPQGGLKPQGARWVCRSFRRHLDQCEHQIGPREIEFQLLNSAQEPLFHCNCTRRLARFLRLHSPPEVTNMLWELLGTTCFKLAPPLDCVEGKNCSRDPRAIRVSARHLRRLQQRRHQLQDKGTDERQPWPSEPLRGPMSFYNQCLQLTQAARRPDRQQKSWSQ
DAX1 inh-2 = inhibitors of human orphan nuclear receptor DAX1 (NR0B1); P51843; HEK293 Gal4-DAX1 luciferase reporter, luminescence; inhibition, % at 6.75 µM; hit rate 0.99% among 340,000; AID 504766;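 active = inhibition above the mean over all tested compounds plus 3 SD, cut at about 4.2% in these data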;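 also: 0% = DAX1-transfected cells with DMSO and 100% = empty-vector control cells with DMSO; inhibition shows as a rise in luminescence from relieved DAX1 repression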
PLCg1 inh = PLC-gamma1 (human) inhibition, primary screen | P19174 | purified PLC-gamma1, fluorogenic substrate, fluorescence | inhibition, % at 12.2 µM | hit rate 0.84% among 370,000 | AID 720700; in the data active = inhibition above about 9.5%
PLC-beta3 inh = inhibitors of human phospholipase C beta3; Q01970; Purified PLC-beta3, fluorogenic substrate, fluorescence; inhibition, % at 12.2 µM; hit rate 0.18% among 370,000; AID 720704; in the data active = inhibition above about 11%;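 also: 0% = median of compound wells on plate and 100% = full blocker control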
ADAM10 inh = inhibitors of human ADAM10; O14672; recombinant ADAM10, EDANS/DABCYL FRET peptide cleavage, 3 h; inhibition, % at 7 µM; hit rate 0.62% among 370,000;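 active = inhibition above a per-campaign cutoff equal to the mean of compounds falling between control-based bounds plus 3 SD, cut at about 20% in these data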;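 also: 0% = DMSO wells while the 100% control is not disclosed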
ADAM17 inh = ADAM17 inhibition, QFRET primary screen; recombinant ADAM17, EDANS/DABCYL FRET peptide cleavage; P78536; inhibition, % at 6.95 µM; AID 720648; hit rate 0.83% among 370,000;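 active = inhibition above the mean of compounds lying between control limits plus 3 SD, set per campaign, cut at about 8.5% in these data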;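 also: 0% = DMSO-only wells as the low control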
Target sequence (P78536 215-824 limits assumed): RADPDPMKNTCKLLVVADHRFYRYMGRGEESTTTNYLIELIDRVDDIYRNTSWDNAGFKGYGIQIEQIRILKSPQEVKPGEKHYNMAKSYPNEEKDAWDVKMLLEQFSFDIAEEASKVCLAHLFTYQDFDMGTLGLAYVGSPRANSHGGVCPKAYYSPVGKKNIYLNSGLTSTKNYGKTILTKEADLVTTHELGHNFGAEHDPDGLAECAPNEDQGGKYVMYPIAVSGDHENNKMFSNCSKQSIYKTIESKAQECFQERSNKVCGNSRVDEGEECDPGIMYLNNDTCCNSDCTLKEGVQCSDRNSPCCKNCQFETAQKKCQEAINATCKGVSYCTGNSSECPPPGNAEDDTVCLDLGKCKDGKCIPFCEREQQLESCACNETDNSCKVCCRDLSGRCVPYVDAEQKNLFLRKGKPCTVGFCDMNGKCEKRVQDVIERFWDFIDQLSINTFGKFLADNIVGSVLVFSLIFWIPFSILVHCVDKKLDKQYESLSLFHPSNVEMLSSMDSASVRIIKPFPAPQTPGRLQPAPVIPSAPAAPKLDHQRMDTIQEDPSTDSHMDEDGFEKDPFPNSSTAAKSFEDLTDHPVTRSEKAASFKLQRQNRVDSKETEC
FXN GAA850 act = activators of GAA850 frataxin (FXN) promoter; HEK293 lucGAA850 FXN promoter luciferase reporter, 24 h; percent of 10 µM SAHA response; activation, % at 6 µM; hit rate 0.56% among 360,000; AID 540364;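 active = activation above the average of all compounds screened plus 3 SD, cutoff fixed separately per campaign, cut at about 7.5% in these data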;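 also: 0% = DMSO wells and 100% = 10 µM SAHA wells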
ssDAF-12 act = activators of S. stercoralis DAF-12 nuclear receptor; activation, % at 6.8 µM; hit rate 1% among 370,000; HEK293 ssDAF-12/GRIP1 lit1-tk-luc reporter, luminescence; % of 3 µM dafachronic acid response;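 active = activation above the mean over all tested compounds plus 3 SD, cut at about 0.9% in these data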;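 also: 0% = DMSO-only wells and 100% = 3 µM delta7-dafachronic acid wells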
hcDAF12 agonist = activates DAF-12 receptor from parasite H. contortus. AID 652067. hit rate 1.4% among 370,000. activation, % at 6.8 µM. HEK293 hcDAF-12 lit1-tk-luc reporter, luminescence; 0% DMSO, 100% Δ7-dafachronic acid;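 active = activation above the mean of all tested compounds plus 3 SD, cut at about 5.5% in these data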;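 also: 100% = response to 3 µM Δ7-dafachronic acid high control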
* marks the source's active call; other numbers are inactive results; . = no result given.

Below each SMILES – ssDAF-12 act	FXN GAA850 act	DAX1 inh-2	DAX1 inh-1	sPLA2-III inh	hcDAF12 agonist	hgDAF-12 ag	PLCg1 inh	ADAM10 inh	PLC-beta3 inh	ADAM17 inh
CCCCNC(=O)C1(C)CCN1C(=O)c1ccncc1 (stereo not given)
    -1.5	0.8	.	0.2	-6	0.7	2.0	-1	2	0	-2
C#CCN1c2ccccc2Sc2cccnc21
    -0.6	0.7	-0.8	0.4	0	1.0	0.1	-29	-60	-43	-20
C=CCN1C(=O)c2ccc(C(=O)N3CCC(C(=O)OCC)CC3)cc2C1=O
    -0.8	-0.2	0.2	-0.8	-8	-0.5	0.4	2	2	-2	-1
COC(=O)C1=C(O)/C(=C\c2ccc(CNS(=O)(=O)c3ccccc3)o2)N=C1C
    -1.6	0.8	1.8	0.6	-11	-3.2	0.8	-61	-8	-65	-4
O=C1CCCN1CCCNc1ccc(S(=O)(=O)N2CCCCC2)cn1
    -1.1	-0.3	0.0	-0.7	6	-0.8	1.6	3	-6	1	-2
Nc1nnc(-c2ccccc2)s1
    -1.0	1.3	0.8	-0.1	6	-0.8	0.9	0	-3	1	-3
CCOc1ccccc1N(CC(=O)NCC1CCCO1)C(=O)CNS(=O)(=O)c1ccccc1 (stereo not given)
    -0.4	-2.5	-0.9	1.3	3	0.5	-0.6	4	2	-1	-2
CC(C)C(=O)N1CC[C@H]2[C@H](CCCN2Cc2ccc(F)cc2)C1
    -1.1	.	.	0.4	22*	-3.6	2.4	9	1	3	-3
O=C(Cn1nc(-c2ccccc2)oc1=O)OCC(=O)c1ccc(F)c(F)c1
    -0.5	2.0	0.2	0.4	2	-0.4	-0.5	0	-6	-7	-1
COc1ccccc1C(=O)NCc1ccc(-c2nc3ccccc3s2)cc1
    -2.6	-5.6	-1.5	-1.8	0	-5.2	-10	1	4	-120	3
CCCOc1cccc(C(=O)N/N=C/c2ccoc2)c1
    -0.6	1.4	0.9	1.4	-3	3.1	1.6	-1	0	-6	2
O=C(NN1C(=O)c2ccccc2C1=O)C1CCCCC1
    -0.7	-0.1	0.3	0.7	1	-1.5	1.2	0	4	2	-3
CC(C)(C)OC(=O)[C@H](Cc1ccccc1)NC(=O)c1nc[nH]c1C(=O)N[C@@H](Cc1ccccc1)C(=O)OC(C)(C)C
    -1.5	0.9	2.2	-0.2	-9	1.1	6.6	1	2	3	-1
O=C(NCCN1CCOCC1)C1CC(=O)N(c2cccc(C(F)(F)F)c2)C1 (stereo not given)
    -0.8	0.9	2.0	-1.2	1	-1.6	2.5	-1	0	-2	-4
Cc1cccc(C)c1NC(=O)C1CCN(c2ncccn2)CC1
    -1.8	.	.	-1.4	6	-1.1	-2.9	-6	-37	-9	-8
COc1cc(OC)cc(C(=O)N(CCCN2C(=O)c3cccc4cccc(c34)C2=O)c2cccc(OC)c2)c1
    -1.9	-4.5	-2.3	-1.6	-23	-4.2	-4.9	-7	-9	-11	-2
COC(=O)C(C)n1cnc2c(nnn2-c2ccc(C)cc2)c1=O (stereo not given)
    -0.6	0.9	-0.3	-0.2	17	0.1	9.9	1	-12	-2	-5
COc1ccc(Nc2nc(N3CCOCC3)nc(N3CCOCC3)n2)cc1
    -0.7	1.3	1.1	-0.2	2	-1.3	0.4	-3	3	-4	-3
O=c1c2ccccc2nc(SCc2ccncc2)n1CC1CCCO1 (stereo not given)
    -0.3	0.4	0.4	1.6	2	-0.7	4.0	-1	-3	-7	-5
COc1ccccc1Nc1ccc(C(=O)NC2CCCCC2)cn1
    -2.0	1.4	-0.1	-0.1	-4	-0.3	1.0	-22	-4	-16	0
CC1(C)CC(=O)C(CC2=C(N)CC(C)(C)CC2=O)=C(N)C1
    -1.2	1.4	-1.8	-0.2	1	-0.7	0.1	-27	-34	-36	-15
CN(C(=O)c1ccc(Br)o1)C1(C)CCS(=O)(=O)C1 (stereo not given)
    -1.1	2.3	0.1	-1.1	7	-1.1	-0.9	2	-1	-4	-1
Cn1c(SCC(=O)NCc2cccs2)nnc1-c1ccncc1
    -0.9	-1.4	0.0	0.2	-2	0.1	-0.1	0	-1	0	2
O=C(CSc1nc2ccccc2c(=O)n1CC1CCCO1)Nc1ccccc1 (stereo not given)
    -0.8	0.8	-0.6	-0.2	-7	-1.5	-1.9	4	5	-2	0
O=C(COC(=O)c1cc(S(=O)(=O)N2CCCC2)ccc1O)Nc1ccc(F)cc1F
    -1.2	-1.3	-0.3	0.8	16	-1.2	0.0	-3	-31	-12	-17
COc1ccc(Br)c(C(=O)OCC(=O)NC2CC2)c1
    -0.9	-0.5	0.4	-0.9	1	-1.3	3.1	-1	0	2	1
CCCn1c(CN2CCN(c3cccc(Cl)c3)CC2)nc2c1c(=O)n(C)c(=O)n2C
    -2.0	1.0	-2.4	-4.6	-9	-1.5	-2.0	1	4	0	4
CCOC(=O)N1CCN(Cc2nc3cc(NC(=O)c4cccs4)ccc3n2CC)CC1
    -1.4	-1.5	-0.5	-0.7	0	-1.0	1.6	-2	4	-10	-6
Cc1ccc(CN2CC(C(=O)NCCCn3nc(C)cc3C)CC2=O)cc1 (stereo not given)
    -0.9	-0.2	0.7	2.7	3	-0.6	-0.7	-1	-5	-4	2
CN(C)S(=O)(=O)N1CCC(Oc2ccc(C(=O)N3C[C@@H]4CCC[C@H]3C4)cc2)CC1
    -1.2	-1.7	-0.5	-4.2	-1	-2.4	-3.5	0	-3	-6	-6

Below each SMILES – ssDAF-12 act	FXN GAA850 act	DAX1 inh-2	DAX1 inh-1	sPLA2-III inh	hcDAF12 agonist	hgDAF-12 ag	PLCg1 inh	ADAM10 inh	PLC-beta3 inh	ADAM17 inh
CN(C)c1nc(N)nc(CSc2nc3cc(Cl)ccc3o2)n1
    -0.9	8.3*	-0.4	1.7	4	-0.6	-0.4	6	-9	0	1
COc1cc(/C=N/N2CCCCC2)cc([N+](=O)[O-])c1O
    -0.8	0.0	1.3	-0.5	1	2.3	0.8	-2	-2	0	0
N#CCCN(Cc1cccnc1)C(=S)Nc1ccccc1Cl
    -0.5	2.4	-1.0	0.0	6	0.8	-2.4	-4	-3	-5	-7
C/C(=C\c1ccccc1F)C1Nc2cccc3cccc(c23)N1
    -0.2	0.2	-1.2	-0.1	0	0.7	1.9	-3	5	-11	-1
O=C(CC(=O)Nc1ccc(Cl)cc1Cl)Nc1ccc(Cl)cc1Cl
    -1.1	-0.1	0.3	0.2	-9	1.1	-0.8	3	-2	-4	-5
Cc1cccc(N(C(=O)CNC(=O)c2ccco2)C(C(=O)NC2CCCC2)c2cccnc2)c1C (stereo not given)
    -1.0	-0.9	0.4	0.1	-1	0.1	-2.6	-2	2	-3	-2
Cc1[nH]c2ccccc2c1C(=O)NS(=O)(=O)Nc1ccc(F)cc1
    -0.7	-0.4	0.7	-0.2	5	0.4	0.2	-1	-4	-10	-10
Cc1cccc(NC(=O)Cn2c(=O)n(CCc3c[nH]c4ccccc34)c(=O)c3cccnc32)c1
    -1.8	.	.	-1.4	-85	-0.1	1.4	11*	20*	5	10*
CC(NC(=S)NC1CCCCC1)C(c1cccs1)N1CCOCC1 (stereo not given)
    -1.0	1.8	0.2	-0.1	24*	-0.8	-3.5	-2	-3	-11	-7
CC1(C)Cc2ccccc2-c2nnc(-c3ccccn3)n21
    -1.3	-2.3	0.1	-0.2	0	0.2	-0.5	2	6	6	-3
COc1ccc(COc2cc(-c3cccc(OC)c3)nc3ccc(NC(=O)c4ccc(Cl)cc4)cc23)cc1
    -1.5	-4.5	-2.3	-0.5	-2	-1.4	1.0	-3	-1	-3	0
Cc1ccc(OCC(=O)NNC(=O)C2CCCO2)c(C)c1 (stereo not given)
    -1.4	0.5	0.1	0.8	0	0.3	-1.3	3	-7	-7	0
c1ccc(-c2nc3ccccc3o2)nc1
    0.0	-0.1	4.1	0.9	3	4.5	7.6	-1	-31	2	-7
COc1cc(/C=C/C(=O)O)cc(S(=O)(=O)N2CCc3ccccc3C2)c1OC
    -1.0	2.4	0.7	-0.9	-1	1.2	0.3	0	-11	0	-3
CC(Oc1ccc2c3c(c(=O)oc2c1)CCC3)C(=O)N[C@@H](Cc1ccccc1)C(=O)O (stereo not given in full)
    -0.9	-2.2	-3.0	0.2	12	0.4	1.0	-18	-416	-28	-115
O=C(NCCc1c[nH]c2ccccc12)c1ccc(S(=O)(=O)NCc2ccco2)cc1
    -0.4	1.4	0.1	0.1	-46	1.6	1.7	-1	-14	1	-4
Cc1ccc(-n2c(SCC(=O)Nc3ccc4c(c3)OCO4)nnc2-c2ccccn2)cc1
    -1.4	0.1	0.4	-0.3	2	-2.8	-0.7	2	-5	4	-3
CCn1c(=O)c(C(=O)CN2CC(C)OC(C)C2)c(N)n(Cc2ccccc2)c1=O (stereo not given)
    -0.9	-2.0	-1.6	0.3	1	-0.5	0.0	-2	-9	4	-6
CC1=C(C/C=C(\C)CCCC(C)CCCC(C)CCCC(C)C)C(=O)c2ccccc2C1=O (stereo not given)
    0.7	1.0	-0.2	-0.3	5	2.3	-0.5	-3	2	-4	-1
CCCCN(CCCC)CCNC(=O)c1cn(CC)c2ccc(S(=O)(=O)N3CCCC3)cc2c1=O
    -0.9	-0.9	0.5	4.5*	-3	1.4	1.5	3	-5	-12	6
CN(c1ccccc1)C(c1ccc(F)cc1)c1nnnn1CC1CCCO1 (stereo not given)
    -1.9	0.2	1.2	0.1	-3	-0.9	0.9	-1	4	0	2
CCCCn1c(N)c(N(CC)C(=O)c2cc(CC)c(C)s2)c(=O)[nH]c1=O
    -0.9	2.6	0.1	1.3	7	-0.7	0.4	-3	-5	-16	-2
Cc1ccc(-n2c(SCC(=O)Nc3cccc(S(N)(=O)=O)c3)nc3ccccc32)cc1
    -1.4	-1.8	-0.6	-0.9	-29	-1.9	-3.7	-20	20*	1	12*
COc1ccc(-c2nnc(SCC(=O)N3CCCc4ccccc43)o2)cc1OC
    -1.0	-2.1	1.0	0.7	2	-1.1	-0.3	3	7	3	-1
Cc1nccn1CC(=O)N/N=C/c1ccccc1O
    -0.4	2.4	0.8	0.4	-1	1.4	0.6	-174	-179	-288	-46
C/C(=N\Nc1ccc(Cl)c(Cl)c1)c1ccc(-n2ccnc2)cc1
    -1.6	4.7	-0.7	-0.7	-8	0.8	2.4	-7	2	-8	-2
CC1=C(NCCc2ccccc2)CCC1=O
    -1.0	0.6	1.5	-0.5	-3	-1.1	-2.9	0	9	-1	-3
COc1ccc(C(=O)Nc2nc3ccccc3s2)cc1
    -0.1	-2.9	-3.3	1.0	-8	2.7	7.2	-10	1	-15	-2
O=C(COC(=O)CC1SC(N2CCCC2)=NC1=O)Nc1c(F)c(F)c(F)c(F)c1F (stereo not given)
    -0.3	1.6	1.3	2.4	6	-0.9	1.8	1	-20	-9	-4
CCCCn1c(N)c(N(CCC(C)C)C(=O)c2sc3nc4n(c(=O)c3c2C)CCC4)c(=O)[nH]c1=O
    -1.1	-0.3	-0.2	-0.8	8	-0.5	1.3	5	-10	-9	-4
